Compound activity: PubChem, Sanford-Burnham Center for Chemical Genomics
Mdm2-MdmX inh = human Mdm2/MdmX binding inhibition; inhibition, % at 8 µM; O15151+Q00987; AID 485346; hit rate 3% among 330,000; SaOS-2 split-luciferase Mdm2/MdmX complementation, luminescence;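 active = inhibition of at least 50% at 8 µM in the primary screen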
UPR XBP1 act = activators of adaptive arm of unfolded protein response (XBP1); CHO-XBP1 luciferase reporter, IRE1-XBP1 UPR activation, luminescence; percent of tunicamycin response, DMSO as zero; activation, % at 20 µM; hit rate 0.33% among 330,000; AID 463104;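 active = versus positive control, 20 µM dose yields 30% or more activation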;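 note: 100% = tunicamycin at 10 µg/mL and 0% = DMSO only wells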
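Material: CHO-XBP1 cells stably carrying IRE1-XBP1-driven luciferase reporter | Medium: F12 with 10% serum | Compound dosing: 20 µM single concentration, DMSO 1% | Incubation: Overnight seeding at 37 °C, 6 h compound treatment at 37 °C | Detection: Steady-Glo luminescence read | Read-out basis: % activation of reporter signal versus tunicamycin and DMSO controls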
tim23-1 inh = growth inhibitors of tim23-1 mutant yeast. hit rate 1.3% among 330,000. S. cerevisiae tim23-1 growth, BacTiter-Glo luminescence, 24 h. AID 463212. inhibition, % at 20 µM;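 active = growth inhibition of the mutant yeast at or above 50%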;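 note: temperature-sensitive mutant grown at 25 °C; plate controls were DMSO-treated mutant yeast for no effect and medium wells lacking yeast for full effect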
APJ agonist = APJ receptor agonism. CHO-K1 APJ PathHunter beta-arrestin, luminescence; 0% DMSO wells, 100% apelin. P35414. hit rate 0.11% among 330,000. AID 2520. activation, % at 20 µM;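 active = activation more than six SD over the plate average, tested at 20 µM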;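 note: 0% = DMSO alone and 100% = apelin-13 at 10 nM; some results filed as inactive read as strong as hits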
Target sequence (P35414 whole entry, looked up): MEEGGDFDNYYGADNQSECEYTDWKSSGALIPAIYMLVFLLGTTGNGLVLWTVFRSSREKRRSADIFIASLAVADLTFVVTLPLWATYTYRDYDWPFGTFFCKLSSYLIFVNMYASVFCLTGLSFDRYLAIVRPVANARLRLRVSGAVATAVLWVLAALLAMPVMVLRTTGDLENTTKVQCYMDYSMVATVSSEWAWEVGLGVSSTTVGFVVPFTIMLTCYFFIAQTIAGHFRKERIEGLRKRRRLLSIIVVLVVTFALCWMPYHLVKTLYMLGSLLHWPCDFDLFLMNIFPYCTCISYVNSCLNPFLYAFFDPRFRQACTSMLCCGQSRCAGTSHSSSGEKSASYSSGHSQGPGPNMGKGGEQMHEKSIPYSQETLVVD
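Material: engineered CHO-K1 APJ arrestin reporter cells; amount: 1000 CHO-K1 reporter cells seeded per well; incubation: compound stimulation 90 min at 25 °C, detection 60 min; signal: luminescent beta-gal fragment complementation, chemiluminescent substrate; read-out basis: APJ agonist activity; controls: DMSO-only wells as negative, 10 nM Apelin-13 as positive control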
UPR CHOP act = apoptotic UPR (CHOP) activation. activation, % at 10 µM. hit rate 0.34% among 330,000. CHO-CHOP luciferase reporter, luminescence; percent of tunicamycin response over DMSO baseline;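 active = at 10 µM dose, activation of 40% or more, normalized to positive control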;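 note: 100% = tunicamycin at 10 µg/mL and 0% = DMSO alone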
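assay system = CHO CHOP reporter cells | amount = 500 CHO-CHOP cells per well | buffer or medium = F12 with 10% FBS | incubation = 16-18 h cell attachment, then 6 h compound exposure, 37 °C | detection = luminescence read with Steady-Glo | read-out = percent activation relative to tunicamycin control | controls = tunicamycin high control, DMSO low control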
APJ antagonist = blocks the human apelin receptor APJ; CHO-K1 APJ beta-arrestin complementation, luminescence; inhibition, % at 20 µM; hit rate 0.32% among 330,000;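 active = inhibition above about 40% at 20 µM, limit read from the data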;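 note: cells challenged with 10 nM apelin-13 agonist together with compound; plate controls were apelin-13 plus DMSO wells for no effect and DMSO wells lacking apelin-13 for full effect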
697 NFkB inh = inhibitors of the PMA/ionomycin-induced NF-kB reporter in 697 B cells | hit rate 0.33% among 330,000 | inhibition, % at 4 µM | 697 B-cell NF-kB luciferase reporter, 16 h; in the data active = inhibition above about 35%
Jurkat NFkB inh = lowers PMA/ionomycin-induced NF-kB signal in Jurkat cells | PMA/ionomycin-induced NF-kB luciferase reporter, luminescence | inhibition, % at 4 µM | hit rate 0.53% among 330,000 | AID 435003; in the data active = inhibition above about 50%
Numbers without * were called inactive.

SMILES	Mdm2-MdmX inh	APJ antagonist	tim23-1 inh	697 NFkB inh	UPR XBP1 act	UPR CHOP act	APJ agonist	Jurkat NFkB inh
O=C(Nc1ccc2c(c1)OCCO2)c1c[nH]c(=O)n(-c2ccc(F)c(Cl)c2)c1=O	1	-15	9	4	-6	1.2	-5	16
CSCC[C@H](NC(=O)[C@@H]1Cc2ccccc2CN1)C(=O)NC(C)c1ccccc1 (some centres not stated)	-1	-1	14	-58	-5	-0.3	-3	-12
Cc1ccccc1-c1nnc(SCC(=O)Nc2ccc3c(c2)OCCO3)n1N	-10	7	-10	4	-1	-0.2	-3	6
CCOC(=O)/C(C)=N/NC(=O)c1cccc([N+](=O)[O-])c1	-38	-22	4	-3	-4	-0.5	3	-13
CCOc1ccc(NC(=O)CNC(=O)c2cccs2)cc1	-12	17	-9	18	0	4.2	-2	-17
CCCS(=O)(=O)n1nc(-c2ccc(C)cc2)cc1N	2	-5	-12	-15	2	1.8	-2	-24
c1ccc(CSc2ccc(-c3cccnc3)nn2)cc1	-78	7	12	-30	1	3.3	-2	-59
N#CC1=C(N)NC(=S)C(C(N)=O)C1c1ccc(Cl)cc1Cl (configuration not stated)	1	11	-7	6	3	-0.3	-3	-8
COc1ccc(OCC(O)CN2C(=O)NC(C)(C)C2=O)cc1 (configuration not stated)	15	8	6	-24	-2	-0.8	-5	-13
COCCNC(=S)N/N=C(\C)c1cccc([N+](=O)[O-])c1	8	10	18	5	-3	-1.1	1	-7
Cc1ccc(OS(=O)(=O)c2cn(C)c(=O)n(C)c2=O)cc1C	10	-22	18	-3	-2	-0.5	-2	-10
O=C(COC(=O)CNC(=O)c1ccc(Cl)cc1Cl)NC1CCCCC1	21	31	-7	-12	-2	2.4	0	8

(further entries)
SMILES	Mdm2-MdmX inh	APJ antagonist	tim23-1 inh	697 NFkB inh	UPR XBP1 act	UPR CHOP act	APJ agonist	Jurkat NFkB inh
O=C(c1ccccc1N(Cc1ccccc1)S(=O)(=O)c1ccccc1)N1CCOCC1	0	1	22	5	-2	-0.1	-3	-18
O=C(/C=C/c1ccccc1)NNC(=O)c1cccc(Cl)c1	10	6	-12	13	-2	0.0	-2	-8
Cc1ccc(NC2=C(Cl)C(=O)OC2OC(=O)c2ccc(C)cc2)cc1 (configuration not stated)	-27	-2	43	15	-5	-1.6	0	-7
CCOc1ccc(NC(=O)c2ccccc2NC(=O)CN2CCCCCC2)cc1	-4	7	12	-3	1	0.8	-4	-8
CCC(C)NC(=O)c1ccccc1NC(=O)CN(c1cc(C)ccc1OC)S(C)(=O)=O (configuration not stated)	11	-4	0	-3	-4	-0.4	-2	4
OC(COc1ccc(Cl)cc1)CN1CCN(c2ccccn2)CC1 (configuration not stated)	27	0	5	4	1	1.6	4	-3
COc1ccc(S(=O)(=O)N(C)C[C@H]2Oc3ccc(NC(=O)c4ccncc4)cc3C(=O)N([C@H](C)CO)C[C@@H]2C)cc1	-3	0	-4	19	-2	-1.3	-2	10
COCCN1Cc2cccc(C(=O)Nc3c(C)cccc3C)c2C1=O	-19	13	16	10	-3	1.2	0	-1
COC(=O)c1nn(-c2ccccc2)c(=O)cc1Oc1ccccc1	-11	17	18	17	2	-0.4	-2	11
CC(Oc1cc2oc(=O)c3c(c2cc1Cl)CCCC3)C(=O)NCc1cccnc1 (configuration not stated)	15	14	17	2	-5	0.5	-1	21
CC(SCc1ccccc1)C(=O)Nc1ccccc1 (configuration not stated)	15	-6	2	8	-5	3.8	1	14
O=C(CN1CCOc2ccccc21)N1CCN(c2cccc(Cl)c2)CC1	7	-19	9	2	-2	0.8	-2	2

New compounds follow:
SMILES	Mdm2-MdmX inh	APJ antagonist	tim23-1 inh	697 NFkB inh	UPR XBP1 act	UPR CHOP act	APJ agonist	Jurkat NFkB inh
CC(=O)c1ccc(N(C(=O)c2csnn2)C(C(=O)NC2CCCC2)c2ccccc2)cc1 (configuration not stated)	1	10	7	-13	-1	0.2	-1	10
COc1ccc(CCNC(=O)c2ccc(CN3CCOCC3)cc2)cc1	-20	-6	0	-22	-4	0.1	9	-12
COc1ccc(CCOC(=O)c2cccc(NC(C)=O)c2)cc1	21	0	32	-27	-1	9.0	1	14
C=CCn1c(SCc2c(C)noc2C)nnc1C1COc2ccccc2O1 (configuration not stated)	5	-7	12	-11	0	0.0	-3	8
COc1ccc2c(c1)CC(C(=O)Nc1ccc(Cl)cc1)/C(=N/O)O2 (configuration not stated)	28	5	-20	7	-5	-1.1	2	0
CCC(C)NC(=O)Nc1ccc2c(c1)N(C)C(=O)c1ccccc1S2 (configuration not stated)	-9	-18	14	-6	0	1.0	-1	3
Oc1ccccc1-c1nc(N2CCN(Cc3ccccc3)CC2)c2ccccc2n1	13	6	16	-28	-1	-1.8	-2	3
C/C(N)=C(/C#N)C(=O)CSc1nc2ccccc2n1CC(C)C	8	-3	5	6	1	-0.4	-2	-5
COc1ccc(-n2cc(-c3ccccc3)c3c(=O)[nH]cnc32)cc1	4	20	46	18	-2	2.9	-6	1
O=C(CNC(=O)C1CCCCC1)NNC(=O)c1ccc(Cl)cc1Cl	9	-3	15	6	0	1.3	-8	16
CCOc1ccccc1NC(=O)NNC(=O)CCc1ccc(OC)cc1	-16	19	5	0	1	0.0	-2	-7
Cc1ccc(OCC(O)CN2CCOCC2)cc1C (configuration not stated)	-16	-23	1	-13	-1	1.9	-3	-10

Reprinted from the part before: 4 entries, followed by the next part.
SMILES	Mdm2-MdmX inh	APJ antagonist	tim23-1 inh	697 NFkB inh	UPR XBP1 act	UPR CHOP act	APJ agonist	Jurkat NFkB inh
COc1ccc(-n2cc(-c3ccccc3)c3c(=O)[nH]cnc32)cc1	4	20	46	18	-2	2.9	-6	1
O=C(CNC(=O)C1CCCCC1)NNC(=O)c1ccc(Cl)cc1Cl	9	-3	15	6	0	1.3	-8	16
CCOc1ccccc1NC(=O)NNC(=O)CCc1ccc(OC)cc1	-16	19	5	0	1	0.0	-2	-7
Cc1ccc(OCC(O)CN2CCOCC2)cc1C (configuration not stated)	-16	-23	1	-13	-1	1.9	-3	-10
COC(=O)CC(=O)CSc1nc2c(cc1C#N)CCC2	1	-8	1	-8	3	-2.5	-3	7
COc1ccc(NC(=O)CN(C)C(=O)c2ccccc2OCC(=O)Nc2cccc(C(F)(F)F)c2)cc1	-15	-23	-2	-15	-4	1.4	2	-4
O=C(CSCc1ccc(Br)cc1)N1CCOCC1	-2	9	0	-7	1	2.9	1	-6
O=C(NCc1ccc(Cl)cc1)C(=O)c1cn(CC(=O)N2CCOCC2)c2ccccc12	10	-4	12	-2	1	2.2	-3	4
Cc1ncc(N=Nc2ccccc2)c(-c2ccccc2)n1	-3	17	36	-28	-2	-1.5	-1	1
Cn1nc2c3ccccc3n(Cc3ccc(F)cc3)c2nc1=S	39	-3	4	-7	17	-0.4	2	1
O=C(Nc1ccnn1C1CCN(CCCc2ccccc2)CC1)c1ccccc1Cl	11	-14	-14	-42	-5	0.3	1	-6
COc1cc(/C=N/NC(=O)c2ccc(N)cc2)ccc1OC(=O)c1cccc(C)c1	21	-11	65*	2	1	1.3	5	5
O/N=C(/CN(O)/C=C1/C=CC=N1)c1cccs1	-3	3	14	17	2	0.2	5	16
O=C(NCC(=O)N(Cc1cccs1)C(C(=O)NC1CCCC1)c1ccncc1)c1ccco1 (configuration not stated)	-1	10	3	7	0	1.6	2	19
COc1ccc2oc(C(=O)OCC(=O)N(C)CC(=O)Nc3ccc(F)cc3)c(C)c2c1	-7	0	2	29	1	0.6	-1	1
O=c1[nH]c(CN2CCN(c3ccccc3O)CC2)nc2ccccc12	-18	-13	16	-28	-2	-4.2	-4	-35

The list goes on:
SMILES	Mdm2-MdmX inh	APJ antagonist	tim23-1 inh	697 NFkB inh	UPR XBP1 act	UPR CHOP act	APJ agonist	Jurkat NFkB inh
COC(=O)N1CC(c2ccccc2)CC1=O (configuration not stated)	-39	14	22	20	-1	0.6	4	-1
Cc1ccc(NC(=O)c2cc(S(=O)(=O)N3CCCCC3)c[nH]2)cc1F	2	-54	11	0	3	1.4	0	0
Cc1cc(OCC(=O)OCC(=O)NCc2ccco2)ccc1Cl	23	3	-4	19	-1	-1.0	-4	5
CCc1[nH]c(=O)c(C#N)c2c1CSC(C)(C)C2	-28	-1	-3	-3	7	-0.6	-4	-1
CC(=O)NC(c1ccco1)c1cc(Cl)c2ccc(Cl)nc2c1O (configuration not stated)	15	-7	8	-4	-2	2.0	0	7
O=C(CN1C(=O)C2CC=CCC2C1=O)Nc1nc2ccccc2s1 (configuration not stated)	-4	8	12	19	2	-0.1	-3	-11
O=C(NCCN1CCCCCC1)c1ccc(N2CCCC2=O)cc1	-18	-2	4	17	-2	-1.9	2	-21
COc1ccc(CCCc2nnc(SCC(=O)NN)o2)cc1	-4	-7	21	12	-4	1.0	1	3
CC(C)Cc1ccc(CN2CCCC(NC(=O)CCN3CCCO3)C2)cc1 (configuration not stated)	10	9	-1	-28	-5	2.7	7	-4
COCCN(CC(=O)Nc1cccc(C)c1C)C(=O)c1oc2ccccc2c1C	1	-2	11	-15	0	0.3	-3	-8
C/C=C/c1ccc(OC)c(OC(C)=O)c1	4	7	4	-4	3	-0.7	1	1
CCN(c1ccc(OC)cc1)S(=O)(=O)c1nnc(NC(=O)C(C)C)s1	20	0	3	7	-1	0.4	2	-1
CNC(=O)c1[nH]cnc1C(=O)NCC(=O)OCc1ccccc1	9	7	3	10	2	0.5	-1	15
O=C(Cc1cccs1)NNC(=O)C12CC3CC(CC(C3)C1)C2	18	-10	6	24	3	-1.0	-4	-2
O=C(NC1CCCC1)c1ccc(Cn2c(=O)[nH]c3ccsc3c2=O)cc1	12	-4	-4	-2	-2	1.4	-3	11
